# Screening results: PubChem BioAssay, several laboratories
# Spn MK inh: S. pneumoniae MK inhibitors, primary screen, biochemical, PK/LDH-coupled NADH absorbance; mevalonate kinase [Streptococcus pneumoniae D39]; 0.48% of 65,000 active; AID 555, 2006; purified MK, PK/LDH-coupled NADH absorbance 340 nm; inhibition, % at 10 µM;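 active = ranked among the strongest by inhibition in the single 10 µM screen, a fixed top-ranked set picked for dose follow-up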; also: no value below 0 was filed
# HT1080 viability: cytotoxicity in HT1080 fibrosarcoma cells, cell-based, fluorescence readout (AID 620). 0.42% of 87,000 active. HT1080 viability, fluorescence; higher % means a stronger effect. cytotoxicity, % at 10 µM, or EC50 in µM where a hit was titrated;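 also: cells exposed to compound overnight then 4 h with Alamar Blue; 0% = vehicle DMSO and 100% = killing control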
# Bfl-1 displacement: Bfl-1 inhibitors, primary screen, biochemical, fluorescence polarization, FITC-Bid, mouse (AID 432); FITC-Bid BH3 peptide fluorescence polarization displacement; higher % means a stronger effect; one-dose displacement, % at 20 µM; IC50 in µM for titrated hits; 0.02% of 64,000 active; in the data active = a potency from the dose series; inactive = the rest, 99 in 100 with displacement below about 15%; also: strong numbers were not always called active
# KRASV12 cytotoxicity: cytotoxicity in KRAS-transformed pancreatic duct cells, primary screen, cell-based, fluorescence, HTS (AID 431); 1.7% of 63,000 active; one-dose cytotoxicity, % at 10 µM; EC50 in µM for titrated hits; HPDE-C7K KRASV12 cells, Alamar Blue viability, 48 h; higher % means a stronger effect;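 active = compounds whose percent cytotoxicity in the single-dose primary screen, scaled between solvent and toxic-drug controls, exceeds 50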;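 also: 0% = DMSO solvent wells and 100% = doxorubicin-treated wells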
# Spn PMK inh: S. pneumoniae PMK inhibitors, primary screen, biochemical, mevalonate pathway, pilot trial included; phosphomevalonate kinase (Streptococcus pneumoniae D39); 0.49% of 65,000 active; inhibition, % at 10 µM; purified PMK, PK/LDH-coupled NADH absorbance 340 nm; AID 539, 2006;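 active = top-ranked compounds by inhibition in the single 10 µM screen, taking a fixed number of the strongest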;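 also: 0% = full reaction with DMSO carrier and 100% = background rate without enzyme reaction; no value below 0 was filed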
# LYP phosphatase: LYP phosphatase inhibitors, primary screen, biochemical, DiFMUP fluorescence, recombinant catalytic domain, 10 µM (AID 606); recombinant LYP catalytic domain, DiFMUP fluorescence; higher % means a stronger effect; Tyrosine-protein phosphatase non-receptor type 22 (Homo sapiens); 52,000 tested, under 10 active; one-dose inhibition, % at 10 µM; IC50 in µM for titrated hits;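 active = IC50 under 40 µM in the dose-response test; inactive = IC50 of 40 µM or more, or never dose-tested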
# Spn DPM-DC inh: S. pneumoniae DPM-DC inhibitors, primary screen, biochemical, PK/LDH-coupled NADH fluorescence | diphosphomevalonate decarboxylase (Streptococcus pneumoniae D39) | purified DPM-DC | calls only at 10 µM | 0.49% of 65,000 active | AID 556, 2006;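 active = the 320 compounds with the highest percent inhibition in the single-dose primary screen, excluding strongly autofluorescent ones, cut at about 32% in these data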;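 also: kinetic rate of NADH fluorescence loss reporting ADP formed by the decarboxylase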
# HPDE-C7 viability: cytotoxicity in HPDE-C7 cells, cell-based, fluorescence, HTS (AID 430); 1.8% of 63,000 active; HPDE-C7 pancreatic duct cells viability, fluorescence; higher % means a stronger effect; cytotoxicity, % at 10 µM; hits with a dose series show EC50 in µM;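 also: cells exposed to compound for 48 hours before viability readout; 0% = vehicle and 100% = reference cytotoxic drug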
# TNAP inhibition: human TNAP enzyme inhibitors, biochemical, luminescent (AID 518); Alkaline phosphatase, tissue-nonspecific isozyme (Homo sapiens); purified TNAP enzyme, luminescent substrate readout; higher % means a stronger effect; inhibition, % at 20 µM; hits with a dose series show IC50 in µM; 0.09% of 64,000 active; in the data active = a potency from the dose series; inactive = the rest, 99 in 100 with inhibition below about 22%;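 also: plate controls were vehicle for no effect and reference inhibitor for full effect; many of its hits are not listed in these tables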
# Spn PMK inh pilot replicates: also measured in Spn PMK inh; calls as there; inhibition, %; measured here: pilot screen replicates
# Spn MK inh pilot replicates: further read-out of Spn MK inh, marked with its call; inhibition, %; measured here: pilot screen replicates
# Spn DPM-DC inh pilot screen %: also measured in Spn DPM-DC inh; calls as there; inhibition, %; measured here: pilot screen trials
# * marks the source's active call; other numbers are inactive results; i = inactive; . = not tested or not shown. Rule as the data show it, unless noted: active = cytotoxicity above about 50%; inactive = the rest.
SMILES,Spn MK inh,HT1080 viability,Bfl-1 displacement,KRASV12 cytotoxicity,Spn PMK inh,LYP phosphatase,Spn DPM-DC inh,HPDE-C7 viability,TNAP inhibition,others
O=C(NC1CCCCC1)C(c1ccccc1)N(Cc1ccco1)C(=O)Cn1cnc2ccccc21 (stereo unspecified),5,1%,3%,22%,10,.,i,-8%,15%,Spn PMK inh pilot replicates=0.0;Spn MK inh pilot replicates=0.0;Spn DPM-DC inh pilot screen %=1.5
CC(=O)N=c1sc2nc3ccccc3nc2n1N(C(C)=O)C(C)=O,11,-2%,-4%,-2%,12,8%,i,-8%,16%,
CCOC(=O)C1CCCN(C(=O)c2sc3nc(-c4ccc(OC)cc4)cn3c2C)C1 (stereo unspecified),4,8%,-9%,-14%,20,14%,i,-27%,6%,
CCCNC(=O)c1ccccc1NS(=O)(=O)c1ccc(OC)c(OC)c1,3,-1%,1%,.,0,13%,i,.,7%,
CC(C)OC(=O)Cn1cnc2ccc(Br)cc2c1=O,9,0%,1%,-7%,14,.,i,-3%,4%,
COc1ccc(-c2csc(N3CCN(Cc4ccc5c(c4)OCO5)CC3)n2)cc1,6,-5%,3%,-2%,6,8%,i,-10%,4%,
CC(C)C(c1nnnn1C1CCCC1)N1CCN(c2ccccc2F)CC1 (stereo unspecified),7,-17%,3%,10%,16,.,i,3%,14%,
CCCCc1nc2ccccc2n2cc3c(=O)n(C)c(=O)n(C)c3c12,1,3%,5%,11%,0,12%,i,2%,11%,Spn PMK inh pilot replicates=1.0;Spn MK inh pilot replicates=1.0;Spn DPM-DC inh pilot screen %=0.5
CSC(=Nc1ccccc1)C1=C(O)COC1=O,1,-1%,-2%,3%,0,12%,i,2%,5%,
Cc1nn(Cc2ccc(Cl)c(Cl)c2)c(C)c1NC(=O)c1cc(-c2ccc3c(c2)OCO3)on1,4,-8%,6%,40%,13,10%,i,55%*,0%,
CC(=O)Nn1cc2c(c1-c1ccccc1)c(=O)n(C)c(=O)n2C,1,0%,-2%,4%,7,.,i,-1%,5%,
CCOC(=O)N1CCN(c2cc(=O)n(Cc3ccc(F)cc3)c(=O)[nH]2)CC1,5,-13%,.,.,3,18%,i,.,.,
CCN1CCN(c2ccc(NC(=O)c3cccc4ncccc34)cc2)CC1,3,-14%,-6%,-12%,5,-2%,i,-27%,7%,
COc1ccc2[nH]c(=O)c(CN(C(=O)NC3CCCCC3)C3CCCC3)cc2c1,9,4%,0%,-12%,10,13%,i,-13%,4%,
O=C(Nc1ccc2c(c1)OCO2)C1CCCN1C(=O)OCc1ccccc1 (stereo unspecified),11,-4%,-3%,10%,13,.,i,4%,15%,
O=C(CN1C(=O)c2ccccc2C1=O)N1CCOCC1,12,-1%,-2%,12%,1,5%,i,1%,11%,
Cc1cc2n(n1)C(c1c[nH]c3ccccc13)Nc1ccccc1-2 (stereo unspecified),0,24%,0%,13µM*,0,9%,i,12µM*,8%,
O=C(NC1CCN(C(=O)NCc2ccccc2)CC1)c1ccco1,20,2%,-14%,-8%,17,11%,i,9%,15%,
CCCCn1nc(NC(=O)c2cccs2)c2cc3ccccc3nc21,14,0%,3%,9%,5,8%,.,0%,2%,
COc1ccc(NC(=O)c2ccccc2C)c(OC)c1,6,-17%,-10%,-4%,16,2%,i,-6%,5%,

# Reprinted from the listing for reference:
SMILES,Spn MK inh,HT1080 viability,Bfl-1 displacement,KRASV12 cytotoxicity,Spn PMK inh,LYP phosphatase,Spn DPM-DC inh,HPDE-C7 viability,TNAP inhibition,others
CCOC(=O)N1CCN(c2cc(=O)n(Cc3ccc(F)cc3)c(=O)[nH]2)CC1,5,-13%,.,.,3,18%,i,.,.,
CCN1CCN(c2ccc(NC(=O)c3cccc4ncccc34)cc2)CC1,3,-14%,-6%,-12%,5,-2%,i,-27%,7%,
COc1ccc2[nH]c(=O)c(CN(C(=O)NC3CCCCC3)C3CCCC3)cc2c1,9,4%,0%,-12%,10,13%,i,-13%,4%,
O=C(Nc1ccc2c(c1)OCO2)C1CCCN1C(=O)OCc1ccccc1 (stereo unspecified),11,-4%,-3%,10%,13,.,i,4%,15%,
O=C(CN1C(=O)c2ccccc2C1=O)N1CCOCC1,12,-1%,-2%,12%,1,5%,i,1%,11%,
Cc1cc2n(n1)C(c1c[nH]c3ccccc13)Nc1ccccc1-2 (stereo unspecified),0,24%,0%,13µM*,0,9%,i,12µM*,8%,
O=C(NC1CCN(C(=O)NCc2ccccc2)CC1)c1ccco1,20,2%,-14%,-8%,17,11%,i,9%,15%,
CCCCn1nc(NC(=O)c2cccs2)c2cc3ccccc3nc21,14,0%,3%,9%,5,8%,.,0%,2%,
COc1ccc(NC(=O)c2ccccc2C)c(OC)c1,6,-17%,-10%,-4%,16,2%,i,-6%,5%,

# Remaining list, next part.
SMILES,Spn MK inh,HT1080 viability,Bfl-1 displacement,KRASV12 cytotoxicity,Spn PMK inh,LYP phosphatase,Spn DPM-DC inh,HPDE-C7 viability,TNAP inhibition,others
CC(C)OC(=O)CSc1ncnc2c1cnn2Cc1ccccc1,0,1%,-1%,7%,10,9%,i,2%,2%,
CC(C)(C)n1nc2c(c1NC(=O)Cc1cccs1)CSC2,0,.,3%,5%,2,-2%,i,8%,9%,
CCCSC1=C(C#N)C(c2ccccc2C)CC(=O)N1 (stereo unspecified),13,27%,-6%,6%,4,.,i,10%,17%,
CCC(=O)Nc1nc2ccccc2n1Cc1ccc(C)cc1,0,13%,8%,-2%,0,2%,i,9%,1%,
CC1CCCCN1CCNC(=O)C1CCN(S(=O)(=O)c2cccc3cccnc23)CC1 (stereo unspecified),6,-3%,-2%,2%,8,-5%,i,-5%,10%,Spn PMK inh pilot replicates=1.5;Spn MK inh pilot replicates=0.5;Spn DPM-DC inh pilot screen %=1.5
CCOc1ccc(C(=O)Nc2nncs2)cc1OCC,0,-4%,0%,1%,11,6%,i,5%,2%,
COC(=O)Nc1ccc2c(c1)N(C(=O)CCN1CCN3CCCC3C1)c1ccccc1CC2 (stereo unspecified),1,.,8%,-7%,4,.,i,-15%,6%,
CCOC(=O)C1CCN(CC(O)COc2ccc(C(C)(C)CC)cc2)CC1 (stereo unspecified),12,5%,-5%,33%,1,-1%,i,42%,2%,
Cn1c(=O)oc2cc(S(=O)(=O)N3CCc4ccccc4C3)ccc21,5,-4%,-1%,-1%,9,-4%,i,-3%,10%,
CCOC(=O)N1CCN(CCC(=O)Nc2ccc(OC(F)(F)F)cc2)CC1,6,2%,-3%,5%,12,.,i,-3%,1%,
Fc1ccc(-c2nc3nc4ccccc4nc3n2Cc2ccco2)cc1,2,4%,-1%,-10%,8,18%,i,-2%,12%,
CC(=O)c1cc2c(cc1NC(=O)CSc1nnc(C)s1)OCO2,12,2%,-1%,11%,10,7%,i,7%,6%,
O=C(CCCCCN1C(=O)c2ccccc2C1=O)Nc1ccc(S(=O)(=O)N2CCCCC2)cc1,2,0%,2%,12%,11,-3%,i,9%,4%,
CCCCN(C)C(=O)c1ccc(CS(=O)(=O)c2ccccc2C)o1,11,.,0%,6%,3,-2%,i,8%,14%,Spn PMK inh pilot replicates=6.0;Spn MK inh pilot replicates=3.5;Spn DPM-DC inh pilot screen %=1.0
CCNC(=O)C1CCN(S(=O)(=O)c2ccc(F)cc2)CC1,9,1%,8%,-7%,3,5%,i,3%,16%,
CCN(CC)S(=O)(=O)c1ccc2[nH]cc(C(=O)NCCN3CCCCCC3)c(=O)c2c1,0,5%,-1%,4%,17,-1%,i,-2%,8%,
O=C(CN(Cc1ccco1)C(=O)c1cc(=O)[nH]c2ccccc12)Nc1ccccc1Br,4,8%,-3%,8%,6,0%,i,2%,12%,Spn PMK inh pilot replicates=1.0;Spn MK inh pilot replicates=0.0;Spn DPM-DC inh pilot screen %=5.0
Cc1cc(NC(=O)c2ccc3nc(-c4ccccc4)c(-c4ccccc4)nc3c2)no1,0,-1%,2%,36%,9,-6%,i,26%,20%,Spn PMK inh pilot replicates=4.0;Spn MK inh pilot replicates=0.0;Spn DPM-DC inh pilot screen %=2.0
O=C(Cc1ccc(Cl)cc1)Nc1ccccc1CO,7,-4%,-8%,-14%,0,-1%,i,-9%,17%,
O=C(CCCn1c(=S)[nH]c2ccccc2c1=O)N1CCCCC1,5,9%,-9%,9%,17,.,i,0%,11%,Spn PMK inh pilot replicates=1.0;Spn MK inh pilot replicates=1.5;Spn DPM-DC inh pilot screen %=0.0
CCOC(=O)C(C)Sc1ncnc2c1nnn2-c1ccc(F)cc1 (stereo unspecified),7,-5%,-5%,-7%,3,-7%,i,-23%,6%,
Cc1cc(C(=O)COC(=O)Cn2cnc3c2c(=O)n(C)c(=O)n3C)c(C)n1C,4,-2%,-3%,0%,14,.,i,5%,-3%,
Cc1cc2c(c(C)nn2-c2ccccc2)c(=O)o1,.,-11%,-16%,-5%,16,-1%,i,-17%,1%,
O=C1c2cccnc2C(O)N1Cc1cccs1 (stereo unspecified),9,-2%,-5%,-24%,12,5%,i,-22%,-2%,
CC(NC(=O)c1ccc(S(=O)(=O)N(C)C)cc1)c1ccccc1 (stereo unspecified),8,3%,-3%,0%,0,11%,i,0%,7%,
CCn1c(O)c(/C=N/n2cnnc2)sc1=S,0,-16%,-3%,29%,3,-34%,i,0%,13%,
COc1ccc(-c2nn3c(-c4cccc(C)c4)nnc3s2)cc1OC,17,0%,2%,9%,14,-5%,i,13%,12%,Spn PMK inh pilot replicates=0.0;Spn MK inh pilot replicates=0.0;Spn DPM-DC inh pilot screen %=6.0
Cc1ccc(-c2csc3nnc(SCC(=O)Nc4cccc(C)n4)n23)cc1,0,-9%,2%,16%,8,.,i,6%,4%,
COc1cccc(NC(=O)Cn2nnc(C(=O)Nc3ccccc3)c2N)c1,10,18%,6%,-11%,5,3%,i,-4%,4%,
CCOC1(OCC)N=C(N)C2(C#N)C(c3ccc(NC(C)=O)cc3)C12C#N (stereo unspecified),2,1%,-3%,-2%,14,-4%,i,-10%,3%,

# Random draw from the library (roughly 3.4% active in at least one column).
